High-throughput results as filed in PubChem BioAssay.
TLR4 MyD88 comp – blocks binding of human TLR4 to MyD88 | O00206+Q99836 | HeLa CL3-4 TLR4/MyD88 BLA complementation, FRET ratio | inhibition, % at 8.4 µM | hit rate 0.18% among 200,000 | AID 861; in the data active means inhibition above about 25%;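 further: 0% = vehicle and 100% = reference inhibitor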
Target sequence (O00206 whole entry, looked up): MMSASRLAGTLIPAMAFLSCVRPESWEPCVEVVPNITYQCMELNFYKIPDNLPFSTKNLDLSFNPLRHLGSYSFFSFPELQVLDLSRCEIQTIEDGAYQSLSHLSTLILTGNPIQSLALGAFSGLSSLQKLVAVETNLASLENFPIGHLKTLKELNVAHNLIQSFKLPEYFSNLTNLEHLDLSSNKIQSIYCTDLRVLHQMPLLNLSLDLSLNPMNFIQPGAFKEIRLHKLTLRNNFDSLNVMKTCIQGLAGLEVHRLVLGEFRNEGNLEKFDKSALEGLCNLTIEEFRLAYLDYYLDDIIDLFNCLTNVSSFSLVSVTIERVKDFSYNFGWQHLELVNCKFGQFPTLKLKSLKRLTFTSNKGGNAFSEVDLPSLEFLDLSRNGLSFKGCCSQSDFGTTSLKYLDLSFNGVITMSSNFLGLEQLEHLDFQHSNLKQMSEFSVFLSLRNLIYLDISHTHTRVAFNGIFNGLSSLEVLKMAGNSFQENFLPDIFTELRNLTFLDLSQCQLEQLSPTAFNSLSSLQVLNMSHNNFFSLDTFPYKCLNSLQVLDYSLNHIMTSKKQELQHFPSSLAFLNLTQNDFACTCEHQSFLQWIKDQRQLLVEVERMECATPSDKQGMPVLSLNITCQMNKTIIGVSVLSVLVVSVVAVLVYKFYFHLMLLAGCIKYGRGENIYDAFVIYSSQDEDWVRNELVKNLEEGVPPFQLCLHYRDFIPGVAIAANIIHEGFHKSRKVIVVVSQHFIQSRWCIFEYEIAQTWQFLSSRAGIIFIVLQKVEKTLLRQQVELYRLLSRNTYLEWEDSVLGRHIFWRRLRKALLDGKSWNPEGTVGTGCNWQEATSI
Target sequence (Q99836 whole entry, looked up): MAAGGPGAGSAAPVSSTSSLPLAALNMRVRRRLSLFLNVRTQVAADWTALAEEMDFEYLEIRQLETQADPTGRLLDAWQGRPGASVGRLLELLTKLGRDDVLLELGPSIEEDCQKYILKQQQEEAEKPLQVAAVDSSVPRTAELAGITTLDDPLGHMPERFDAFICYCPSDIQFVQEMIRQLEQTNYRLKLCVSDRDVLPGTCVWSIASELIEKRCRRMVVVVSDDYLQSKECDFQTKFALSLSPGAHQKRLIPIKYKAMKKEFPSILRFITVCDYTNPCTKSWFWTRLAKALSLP
NF-kB expr up – compounds increasing NF-kB expression in human neuronal cells. fold change at 12.5 µM. NF-kB reporter expression; active compounds read high. AID 1239. hit rate 1.6% among 190,000; in the data active means fold change above about 3.3
Efa HMGR inh – E. faecalis class II HMG-CoA reductase inhibition; hit rate 0.41% among 190,000; inhibition, % at 10 µM; purified E. faecalis HMGR, NADPH absorbance 340 nm kinetic;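 active means inhibition above a set limit, the median over all tested compounds plus 3 SD, cut at about 9.5% in these data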;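 further: enzyme runs in reverse so mevalonate oxidation gives rising NADPH absorbance; 0% = complete reaction with DMSO and 100% = background rate lacking mevalonate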
STAT1 activator – activators of IFN-gamma induced STAT1 signaling | NIH 3T3 STAT1-luciferase reporter, luminescence; 100% = IFN-gamma alone, no compound | activation (% of control), % at 5.5 µM | hit rate 2.6% among 200,000 | AID 932;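 active means activation above the screen-wide mean activation plus 3 SD, cut at about 130% in these data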;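 further: raw ratio to IFN-gamma control signal so 100% means no change and 0% no light; values of inactives mirror those of a sister screen read the other way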
Hsp70 activator – Hsp70 transcriptional activation, primary screen. HeLa Hsp70 promoter luciferase reporter, luminescence; scaled: vehicle 0, proteasome-inhibitor control 100%. hit rate 0.04% among 200,000. activation, % at 10 µM;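 active means activation above the mean across all tested compounds plus 3 SD, cutoff set per campaign, cut at about 5.5% in these data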;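 further: 100% = MG132 at 30 µM as the positive control and 0% = DMSO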
Redox H2O2 prof – compounds producing H2O2 with reducing agent – biochemical, NIH compound library profiling, artefact control for MLSCN library redox annotation, primary screen; DTT-dependent redox cycling H2O2, phenol red/HRP absorbance; 100% = 100 µM peroxide control, 0% = buffer; activation, % at 10 µM; hit rate 0.03% among 200,000; AID 878;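 active means activation of at least 50% relative to the plate's high and low controls in the primary single-dose screen; inactive means activation below 50%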;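 further: compound incubated with DTT at 0.8 mM final as the reducing agent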
STAT1 blocker – inhibitors of IFN-gamma induced STAT1 signaling. AID 920. hit rate 0.35% among 200,000. NIH 3T3 STAT1-luciferase reporter, luminescence. inhibition, % at 5.5 µM;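 active means inhibition above a set limit, the mean inhibition across all tested compounds plus 3 SD, cut at about 34% in these data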;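 further: 0% = IFN-gamma with DMSO and 100% = IFN-gamma with 300 µM nifuroxazide; values of inactives mirror those of a sister screen read the other way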
STAT3 activator – increases IL-6 driven STAT3 reporter signal | hit rate 0.91% among 190,000 | activation (% of control), % at 5.6 µM | U3A cells, IL-6 STAT3-luciferase reporter, luminescence; 100% = signal with IL-6 EC80 alone;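 active means activation above the screen-wide mean of compound activation plus 3 SD, cut at about 130% in these data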;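 further: 0% = background luminescence of wells with medium and substrate only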
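Test system: human U3A cells carrying STAT3-luciferase construct; control set: IL-6-only wells as 100% reference; timing: compound pre-incubation 1 h before IL-6, then 6 h stimulation at 37 °C; also added: IL-6 stimulus at 33 ng/mL final; evaluation: % activation versus median of IL-6-stimulated wells; detection: reporter luminescence signal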
APP 5'UTR act – activates APP 5'UTR luciferase reporter; AID 1276; SH-SY5Y APP 5'UTR luciferase reporter, luminescence; zero percent = DMSO vehicle wells; activation, % at 2 µM; hit rate 1% among 190,000;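 active means activation above a set limit, based on mean plus 3 SD of controls, cut at about 140% in these data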; further: values of inactives mirror those of a sister screen read the other way
STAT3 blocker – reduces IL-6 driven STAT3 reporter signal; U3A cells, IL-6 STAT3-luciferase reporter, luminescence; host cell line lacks STAT1; hit rate 0.89% among 190,000; inhibition, % at 5.5 µM; AID 862;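 active means inhibition above the mean inhibition across all screened compounds plus 3 SD, cut at about 44% in these data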;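 further: 0% = DMSO only wells and 100% = 100 µM nifuroxazide control wells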
Numbers without * were called inactive; nt = no result given. This is a random part of the collection. Share with any hit: about 5.6%.

SMILES | TLR4 MyD88 comp | NF-kB expr up | Efa HMGR inh | STAT1 activator | Hsp70 activator | Redox H2O2 prof | STAT1 blocker | STAT3 activator | APP 5'UTR act | STAT3 blocker
COc1ccc(C)cc1NC(=O)COC(=O)c1c(C)noc1C | 3 | 0.96 | 4 | 99 | 0.0 | 1.2 | 1 | 90 | 10 | 15
CCN(CC)C(=O)CN(c1cccc(Br)c1)S(C)(=O)=O | -25 | 1.1 | 2 | 94 | -0.2 | -1.4 | 5 | 96 | -24 | 6
CCNC(=O)c1ccc(C23CC4CC(CC(C4)C2)C3)o1 | -12 | 1 | -5 | 105 | -0.4 | 0.2 | -8 | 98 | 10 | 4
CC(NC(=O)Nc1cccnc1)(C(F)(F)F)C(F)(F)F | -6 | 0.97 | -1 | 95 | -0.3 | -2.2 | 6 | 103 | 12 | 2
CC1CCN(CC(=O)NCCc2ccc(F)cc2)CC1 | 14 | 1.2 | 3 | 99 | -0.3 | -1.1 | 0 | 103 | -21 | 2
CCCC(=O)Nc1cccn(Cc2ccccc2Br)c1=O | -4 | 1.1 | -3 | 102 | -0.1 | -0.1 | -3 | 101 | 36 | 5
Clc1ccc(Cl)c2sc(N3CCOCC3)nc12 | 6 | nt | nt | 101 | -0.2 | -0.2 | -1 | 98 | 11 | 10
CCN(CC)c1nc2nonc2nc1N(CC)CC | 12 | 1.3 | -3 | 95 | -0.1 | 3.3 | 6 | 98 | -7 | 7
Cc1ccc(OCCN(C)C)c([N+](=O)[O-])c1 | -9 | 1 | 1 | 98 | -0.4 | -0.4 | 3 | 97 | -3 | 2
Cc1cc(NC(=O)CSc2nnc(-c3ccccc3)o2)no1 | -6 | 1.3 | -3 | 105 | -0.4 | 0.1 | -5 | 99 | 24 | 4
CC(=N)C1=C(O)CC(C)(C)CC1=O | -4 | 1.1 | -5 | 103 | -0.1 | -1.9 | -2 | 104 | -12 | 0
Cc1cc(C)n2nc(C(F)(F)F)c(-c3ccccc3)c2n1 | -6 | 1.1 | -7 | 106 | 0.3 | -0.8 | -8 | 102 | -12 | 2
CCOc1ccc(NC(=O)CC(c2ccccc2)c2ccc(F)cc2)cc1 (stereo not drawn) | 1 | 1.3 | 1 | 101 | -0.4 | 0.1 | -1 | 107 | 5 | -5
O=C(C1Cc2ccccc2CN1S(=O)(=O)c1ccc(F)cc1)N1CCCCC1 (stereo not drawn) | 0 | 1.1 | -2 | 94 | -0.3 | -0.1 | 7 | 95 | 12 | 11
CN1CCN(c2ccccc2NC(=O)c2cccc(OCc3ccccc3)c2)CC1 | -16 | 0.45 | 2 | 103 | -0.1 | 0.2 | -3 | 101 | -17 | 1
CC(C)C(NC(=O)c1ccc(C(C)(C)C)cc1)C(=O)NCCc1ccccn1 (stereo not drawn) | -1 | 1 | -3 | 92 | -0.2 | -2.4 | 7 | 108 | 12 | -3
COC(=O)CCC(=O)NNC(=O)c1cccc(Cl)c1 | -4 | 1.5 | 1 | 104 | -0.4 | 2.0 | -5 | 102 | 13 | -2
CC(C)CC(=O)Nc1nc2ccc(S(C)(=O)=O)cc2s1 | 4 | 0.98 | 0 | 119 | -0.5 | -0.3 | -23 | 92 | -5 | 12
Cc1cc2nc(Sc3c([N+](=O)[O-])nc(C)n3Cc3ccccc3)[nH]c2cc1C | -3 | 0.66 | -5 | 97 | -0.1 | 0.0 | 4 | 100 | -8 | -5
CCOC(=O)c1nnn(-c2nonc2N)c1COc1cc(C)c(Cl)c(C)c1 | 5 | nt | nt | 104 | -0.4 | -5.2 | -5 | 108 | -13 | -7
Cc1[nH]c(=O)[nH]c(=O)c1S(=O)(=O)N1CCCC1 | -10 | 1.2 | -3 | 101 | -0.6 | 0.0 | -1 | 100 | -22 | 8
COn1c(SCc2ccccc2)nc2ccccc2c1=O | -3 | 1.2 | -7 | 108 | -0.4 | 2.2 | -9 | 91 | -5 | 14
CCCCNC(=O)c1ccc(Cn2c(=S)[nH]c3c([nH]c4ccc(OC)cc43)c2=O)cc1 | -6 | 1.3 | 2 | 98 | -0.3 | 1.0 | 2 | 102 | -7 | 0
CCOC(=O)C1(CCOc2ccccc2)CCN(Cc2cnc(SC)nc2)CC1 | -8 | 0.85 | 4 | 95 | -0.3 | -0.3 | 4 | 107 | -13 | -3
CCC(=Nc1ccc(Cc2ccncc2)cc1)c1c(O)n(C)c(=O)n(C)c1=O | 6 | 0.84 | -1 | 97 | -0.2 | 1.9 | 3 | 83 | -9 | 24
Next compounds follow:
SMILES | TLR4 MyD88 comp | NF-kB expr up | Efa HMGR inh | STAT1 activator | Hsp70 activator | Redox H2O2 prof | STAT1 blocker | STAT3 activator | APP 5'UTR act | STAT3 blocker
CCOC(=O)N1CCN(c2c(NCCOC)c(=O)c2=O)CC1 | 8 | 0.98 | 5 | 102 | -0.4 | -0.4 | -2 | 107 | -5 | -4
COc1ccccc1NC(=O)COc1ccccc1C(=O)c1cnn(-c2ccccc2)c1 | 0 | 1.5 | -4 | 109 | -0.1 | 1.9 | -10 | 109 | 54 | -16
Cc1[nH]n(-c2ccc([N+](=O)[O-])cc2)c(=O)c1C=NCCN1CCN(C(=O)c2ccccc2F)CC1 | -6 | 0.86 | -4 | 103 | 0.3 | 0.7 | -3 | 110 | 14 | -7
Cc1cc2ncn(CC(O)COc3cccc(C(=O)O)c3)c2cc1C (stereo not drawn) | -13 | 1.2 | -2 | 104 | -0.4 | -2.8 | -5 | 100 | -5 | 5
O=C(O)c1ccc(S(=O)(=O)c2ccc3c(c2)C(=O)N(CC2CCCO2)C3=O)cc1 (stereo not drawn) | -8 | 1.1 | -3 | 112 | -0.1 | -0.1 | -13 | 101 | -7 | 3
CCOc1ccc(Br)cc1S(=O)(=O)Nc1ccc(Cl)c(S(=O)(=O)N(CC)c2ccccc2)c1 | 0 | 1 | -7 | 89 | -0.3 | 0.0 | 12 | 97 | 7 | 7
COC(=O)CCC(=O)Nc1sc(C)c(C)c1C(N)=O | 2 | 1.2 | -2 | 100 | -0.1 | 0.8 | -1 | 101 | -9 | 5
O=C(Nc1nc(-c2cc3ccccc3oc2=O)cs1)c1ccco1 | 0 | 1.3 | -4 | 100 | 0.0 | -0.1 | 0 | 93 | 16 | 9
Cc1ccc(C2CC(C(F)(F)F)n3nc(C(=O)NCc4c(C)nn(C)c4C)c(Cl)c3N2)cc1 (stereo not drawn) | -1 | 0.6 | -2 | 46 | -0.3 | 0.2 | 59* | 55 | 5 | 60*
CCCCn1c(O)c(N=NC(=O)c2ccncc2)c2cc(Br)ccc21 | 2 | 0.55 | -1 | 97 | -0.1 | -0.1 | 4 | 86 | -3 | 17
c1cncc(-c2ccnc3ncnn23)c1 | -6 | 1.1 | 0 | 96 | -0.5 | -0.5 | 4 | 78 | 10 | 28
CCN(C(=O)c1ccc(NC(C)=O)cc1)c1ccccc1C | 6 | 0.88 | -3 | 101 | -0.2 | 1.0 | -1 | 98 | 2 | 5
CCN(c1ccc(NC(=O)CN2C(=O)NC3(CCOc4ccccc43)C2=O)cc1)C(C)C (stereo not drawn) | -9 | 0.95 | -4 | 106 | -0.1 | -0.1 | -6 | 95 | -2 | 6
CC(C)NC(=O)c1ccccc1S(=O)(=O)c1ccccc1C#N | 5 | 1 | -5 | 100 | -0.3 | 0.9 | 0 | 94 | 2 | 8
CCc1cc2cc(C(=O)N3CCN(c4ccccc4)CC3)sc2s1 | -9 | 1.2 | -1 | 94 | -0.1 | 0.6 | 7 | 107 | -15 | -2
Cc1cc(C(=O)NC(C)c2ccncc2)cs1 (stereo not drawn) | 12 | 1 | 1 | 100 | -0.1 | 2.1 | 0 | 100 | 0 | 4
COCCSc1ccccc1C(=O)Nc1ccc([N+](=O)[O-])cc1OC | 9 | 1.1 | 6 | 99 | -0.2 | -0.2 | -2 | 91 | 1 | 15
CCn1c(C2CC(=O)N(c3ccc(C)c(C)c3)C2)nc2ccccc21 (stereo not drawn) | -8 | nt | nt | 85 | -0.1 | -0.1 | 17 | 89 | 18 | 13
COc1ccc(S(=O)(=O)N2CCC(N3CCCCC3)CC2)cc1 | 2 | 1.2 | -3 | 99 | -0.2 | -1.8 | 1 | 90 | -11 | 15
COc1ccc(-c2ccc(SCC(=O)NCc3ccc4c(c3)OCO4)nn2)cc1OC | -1 | 1.2 | 6 | 106 | -0.3 | -0.1 | -6 | 113 | 15 | -7
COc1ccccc1OCC(=O)Nc1ccc(S(=O)(=O)Nc2nc(C)cc(C)n2)cc1 | -1 | 1.1 | 2 | 105 | 0.0 | 3.0 | -5 | 103 | 10 | -1
COc1cccc(NC(=O)CSc2c3c(nc4ccccc24)CCCC3)c1 | 1 | 0.9 | -1 | 91 | -0.3 | 1.0 | 10 | 85 | -1 | 21
Cn1cnnc1SCC(=O)Nc1ccccc1C(=O)NC1CCCC1 | 6 | 1.2 | 1 | 106 | -0.1 | 1.7 | -7 | 100 | -1 | 4
Fc1ccc(Nc2c3c(nc4ccccc24)CCC3)cc1 | 10 | 0.82 | -3 | 88 | -0.4 | -2.6 | 11 | 98 | -24 | 4
CC(=O)c1cccc(CN2CCCC(C(=O)c3ccc4c(c3)OCO4)C2)c1 (stereo not drawn) | -13 | 1.2 | -6 | 96 | -0.3 | -0.6 | 3 | 109 | -17 | -6
(continued)
SMILES | TLR4 MyD88 comp | NF-kB expr up | Efa HMGR inh | STAT1 activator | Hsp70 activator | Redox H2O2 prof | STAT1 blocker | STAT3 activator | APP 5'UTR act | STAT3 blocker
CCS(=O)(=O)c1ccc2oc(Nc3cccc(OC)c3)nc2c1 | -3 | 1.1 | 0 | 112 | -0.1 | -1.2 | -13 | 102 | 22 | 0
CC(OC1=CC(=O)CCC1)C(=O)c1ccccc1 (stereo not drawn) | 7 | 1.3 | -7 | 99 | 0.2 | 1.8 | 1 | 103 | 5 | 0
CCOC(=O)Nc1ccc2c(c1)N(C(=O)N(C)C)c1ccccc1CC2 | 8 | 1.1 | -2 | 89 | -0.2 | 0.7 | 12 | 102 | 9 | 6
Cc1c(C(=S)Nc2ccccc2)cnn1-c1ccc([N+](=O)[O-])cc1 | -1 | 1.1 | 2 | 97 | -0.4 | 0.3 | 4 | 84 | 4 | 23
COCC(=O)Nc1cc(Cl)c(OC)cc1OC | -3 | 0.92 | 0 | 110 | -0.2 | -0.6 | -11 | 98 | 25 | 3
Cc1ccc(Cn2c(Sc3nnc(C)s3)nc3c2c(=O)[nH]c(=O)n3C)cc1 | 5 | 0.9 | -4 | 98 | 0.1 | 0.1 | 2 | 101 | 9 | 8
O=C(C1=C[C@H](c2ccccc2)C[C@H](OCCCCO)O1)N1CCN(Cc2ccc3c(c2)OCO3)CC1 | -13 | 0.92 | 1 | 95 | -0.3 | 1.2 | 6 | nt | -6 | nt
O=[N+]([O-])c1ccccc1/C=C/C=N/Nc1ccc(S(=O)(=O)Nc2ccc(Cl)cc2)cc1[N+](=O)[O-] | 8 | 0.82 | -3 | 103 | 0.3 | -1.7 | -5 | 113 | 10 | -12
O=C(CSc1nnc(CNC(=O)c2cccs2)o1)NCC1CCCO1 (stereo not drawn) | 14 | 1.3 | 1 | 93 | -0.6 | -0.4 | 4 | 93 | 13 | 13
